DT40 TDP1 no CPT: qHTS for Inhibitors of human tyrosyl-DNA phosphodiesterase 1 (TDP1): qHTS in cells in absence of CPT; DT40 Tdp1-/- hTDP1 cells, no CPT, ATP luminescence, 48 h; 15% of 420,000 active; Potency, µM (series often up to 46.2 µM), for inactives: at the highest dose activity change, negative = growth inhibition, usual class: inhibitors; AID 686978, 2013; also: nearly all actives have a fitted effect of over 55% in size
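Compound effects on proliferation are scored in DT40 Tdp1-/-;hTDP1 cells in the absence of CPT. ATP levels (CellTiter-Glo luminescence) are recorded after a ≥48 hr, 37 °C incubation.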
TDP1 cell CPT: DT40-hTDP1 cell growth loss with CPT. chicken DT40 Tdp1-/-;hTDP1 cells + 20 nM CPT, ATP luminescence, 48 h. Potency, µM (top dose mostly 46.2 µM), without a hit: at the highest dose activity change, negative = growth inhibition, usual class: inhibitors. 12% of 420,000 active; also: nearly all actives have a fitted effect of over 55% in size
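Cell growth measured by CellTiter-Glo luminescence after a minimum 48 h, 37 C compound exposure with 20 nM CPT in Tdp1-knockout DT40 cells stably expressing hTDP1, seeded 400/well; qHTS titration format.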
TDP1 inh: inhibitors of human tyrosyl-DNA phosphodiesterase TDP1 | Q9NUW8 | recombinant TDP1, AlphaScreen DNA substrate cleavage | Potency, µM (titrated, usually from 130 µM), without a hit: at the top dose activity change, negative = inhibition, actives largely listed as inhibitors | 0.28% of 350,000 active | AID 485290; also: nearly all actives have a fitted effect of over 40% in size
Target sequence (Q9NUW8 whole entry, looked up): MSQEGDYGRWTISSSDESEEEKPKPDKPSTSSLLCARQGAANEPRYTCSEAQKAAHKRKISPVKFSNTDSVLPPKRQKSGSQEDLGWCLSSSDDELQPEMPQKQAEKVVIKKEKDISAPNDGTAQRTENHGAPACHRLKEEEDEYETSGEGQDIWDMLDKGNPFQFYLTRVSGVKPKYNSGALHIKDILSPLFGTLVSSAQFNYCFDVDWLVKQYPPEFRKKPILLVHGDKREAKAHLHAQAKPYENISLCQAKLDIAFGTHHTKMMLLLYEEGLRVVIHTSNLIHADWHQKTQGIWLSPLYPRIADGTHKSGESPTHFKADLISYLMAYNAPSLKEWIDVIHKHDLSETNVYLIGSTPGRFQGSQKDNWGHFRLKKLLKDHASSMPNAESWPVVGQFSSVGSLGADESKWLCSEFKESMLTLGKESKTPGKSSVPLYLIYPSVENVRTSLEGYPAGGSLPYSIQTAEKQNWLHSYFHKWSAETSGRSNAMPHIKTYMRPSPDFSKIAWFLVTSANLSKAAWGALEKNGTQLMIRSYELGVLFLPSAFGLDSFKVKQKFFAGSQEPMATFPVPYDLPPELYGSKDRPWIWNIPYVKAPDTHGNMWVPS
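AlphaScreen read-out: signal falls as enzyme removes the 3' tyrosine-FITC from a 5'-biotinylated DNA oligo (15 nM, 5 min, RT). Enzyme was E. coli-made recombinant Tdp1 at 1 nM, exposed to compound for 15 min beforehand; beads 10 ug/ml, 10 min.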
The depositor's hits bear a star; u = inconclusive; x = no result given; [ ] = dose if it differs, or a comment. Calls follow the shape of the dose curve; as a rule, active = well fitted curve in the direction sought with a large enough effect; inconclusive = small, poorly fitted or top-dose-only effect, or another doubt; inactive = no such curve, though single readings can be large; an effect the other way counts as inactive or inconclusive. % is scaled to controls: 0 for no effect and ±100 for the full control effect; potency is read from the fitted curve at half-maximal effect.

SMILES,TDP1 inh,TDP1 cell CPT,DT40 TDP1 no CPT
COc1cc(C=C(C(C)=O)C(C)=O)ccc1O,-3%,-23%,u
CCOC(=O)CC(NC(=O)C(CC)c1ccccc1)c1ccccc1Cl (stereo not given),2%,u,u
CCS(=O)(=O)N1CCC(C(=O)Nc2cc(Cl)ccc2O)CC1,4%[56.1 µM],2%,u
COc1ccc(C)cc1S(=O)(=O)N(C)CC(=O)Nc1ccc2c(c1)OCCO2,3%,u,u
Cc1cccc(/C=N/n2c(C3CCCCC3)n[nH]c2=S)c1,x,-30%,-26%
COc1cc(N2C(=O)CSC23C(=O)Nc2ccccc23)cc(OC)c1OC (stereo not given),1%,6%,4%
COc1cccc(C(=O)Nc2cccc(OCc3cc(=O)n4cccc(C)c4n3)c2)c1,3%,-11%,-10%
O=C(c1ccc(-c2ccccc2)cc1)N1CCC(C(=O)N2CCCC2)CC1,9%,-15%,-3%
O=C(CSc1nc(O)cc(=O)n1-c1ccccc1)c1ccc(Br)cc1,-6%,-24%,5%
CC1CN(C(=O)COC(=O)c2ccc(F)cc2Cl)CC(C)O1 (stereo not given),6%,26%,1%
CCc1ccc(CNc2ccc3c(c2)ncn3C(C)(C)C)cc1,12%,21µM*,21µM*
CC(C)Nc1ccc(C(CC(N)=O)NC(=O)Cc2cccc3ccccc23)cc1[N+](=O)[O-] (stereo not given),4%,-27%,2%
CNc1snc(C)c1C(=O)OCC(=O)NCc1ccccc1OC,2%,u,u
O=S(=O)(NCc1nc2cccnc2n1Cc1ccc(F)cc1)c1ccc(Cl)s1,5%,u,u
CC/C(=N/NC(=O)c1ccc(Br)o1)c1ccc(Cl)cc1,1%,4%,3%
Cc1ccc(NC(=O)c2ncc(Cl)c(Cl)c2Cl)cc1C,-3%,u,u
Cc1cc(C)cc(NC(=O)CSc2nnnn2-c2cccnc2)c1,6%,10%,3%
CC(C)CN(C(=O)C1CC1)C1CCS(=O)(=O)C1 (stereo not given),x,25%,-1%
Cc1ccc(C(C)C)cc1OCC(=O)N1CCN(C(=O)c2ccco2)CC1,x,-9%,-19%
CCOc1ccc(OCCC(=O)OCC(=O)NC2CC2)cc1,x,11%,7%
Cn1c(=O)oc2cc(S(=O)(=O)NCc3ccc(Cl)cc3)ccc21,0%,0%,-4%
CCOC(=O)c1ccccc1NC(=S)N1CCC(N2CCCCC2)CC1,5%,-3%,-5%
O=C(CSc1nnc(CNc2ccccc2)o1)N1CCCc2ccccc21,2%,3%,-30%
COc1ccc(C)cc1NC(=O)CSc1nc(=O)[nH]c2c1CCCC2,0%,u,u
COc1cc(C(=O)NNC(=O)COc2ccccc2Cl)ccc1OCC(=O)N1CCOCC1,0%[56.1 µM],-20%,3%
COc1cc2c(c(OC)c1O)C(=O)CO2,-4%,0%,-16%
COCCn1nnnc1C(c1cccc(C(F)(F)F)c1)N1CCOCC1 (stereo not given),5%,-16%,-8%
CN(c1ccccc1)S(=O)(=O)c1ccc(C(=O)Nc2ccncc2)cc1,x,u,15µM*
CC(=O)N(/C=C1\SC(=S)N(c2ccccc2)C1=O)c1ccccc1,x,-7%,-10%
CCCCC(CC)C(=O)NCc1ccc(F)cc1 (stereo not given),-3%,2%,u
CCOC(=O)C1CCCN(C(=O)C2CCCN(S(=O)(=O)c3ccc4c(c3)oc(=O)n4C)C2)C1 (stereo not given),0%,-20%,u
CCN(CC)CCN(C(=O)Cn1nnc(-c2ccc(C)o2)n1)C(C(=O)NC1CCCC1)c1ccc(F)cc1 (stereo not given),7%,-18%,u
COc1cc2c(cc1OC)CN(S(=O)(=O)c1ccc(Cl)nc1)CC2,9%,-5%,-12%
N#CCCN(C(=O)COC(=O)c1cccc(S(=O)(=O)N2CCCCCC2)c1)c1ccc(F)cc1,x,-25%,-3%
CCn1cnc2c(oc3ccccc32)c1=O,1%,-7%,-6%
CC(=O)c1cccc(NC(=O)CSc2nnc3ccc(-c4ccc(C)cc4)nn23)c1,3%,-29%,-10%
COc1cccc(OC)c1C(=O)NCCN1CCN(C(=O)c2c(OC)cccc2OC)CC1,7%,-5%,-9%
O=C(c1cccc(F)c1)N1CCC[C@@]2(CCN(c3ccncc3)C2)C1,x,1%,-17%
CN1CCN(c2nc3ccccc3nc2NS(=O)(=O)c2ccc(Br)cc2)CC1,2%,-2%,-28%
CCOC(=O)c1cnn2c(C(F)(F)F)cc(-c3cn(C)nc3C)nc12,-2%,u,u
CC(O)(COc1ccccc1)c1ccc2c(c1)CN(Cc1cccc3cccnc13)CCO2 (stereo not given),x,14%[9.04 µM],u
C=CCOC(=O)c1ccc(-n2cnc(C)n2)nc1,5%,2%,-9%
O=C(Nc1ccc(C(=O)N2CCOCC2)cc1)c1ccccc1,x,-2%,-7%
CC(=O)n1cc([C@@H]2C=C(C(=O)O)O[C@H](OCc3ccc(CO)cc3)C2)c2ccccc21,8%,-1%,-3%
O=C(COC(=O)COc1ccccc1)NC12CC3CC(CC(C3)C1)C2,-1%,-17%,-26%

No new results follow: three of the compounds above.
SMILES,TDP1 inh,TDP1 cell CPT,DT40 TDP1 no CPT
COc1cc(C=C(C(C)=O)C(C)=O)ccc1O,-3%,-23%,u
CCOC(=O)CC(NC(=O)C(CC)c1ccccc1)c1ccccc1Cl (stereo not given),2%,u,u
CCS(=O)(=O)N1CCC(C(=O)Nc2cc(Cl)ccc2O)CC1,4%[56.1 µM],2%,u

The results go on.
SMILES,TDP1 inh,TDP1 cell CPT,DT40 TDP1 no CPT
O=C(NCc1ccc(Cl)cc1Cl)C(=O)N1CCCCC1,6%,8%,-9%
CCSc1nc2sc3c(c2c(=O)[nH]1)CCCC3,3%,16%,5%
COCCN(C(=O)COC(=O)/C=C/c1ccc(SC)cc1)c1c(N)n(Cc2ccccc2)c(=O)[nH]c1=O,x,-19%,-4%
Cc1ccc2[nH]c3c(=O)n(CCN4CCOCC4)cnc3c2c1,8%,-2%,-1%
CCOc1ccccc1OC(C)C(=O)Nc1ccc(S(=O)(=O)N2CCCC2)cc1 (stereo not given),2%,u,u
CC(C)(C)NC(=S)Nc1ccc(Nc2ccccc2)cc1,10%,15µM*,16µM*
COc1ccc(C(=O)N/C(=C/c2ccc(Cl)cc2)C(=O)NCc2ccncc2)cc1,5%,0%,u
CNC(=O)NC(=O)C(C)OC(=O)c1c(C)noc1C (stereo not given),2%,1%,-14%
Cc1nnc(SCc2nc(-c3ccc(Cl)cc3)no2)n1-c1ccc(F)cc1,4%,u,26µM*
CCc1ccc(NC(=O)CCCc2nnc3n(CC(C)C)c(=O)c4sccc4n23)cc1,5%,21µM*,23µM*
COc1ccccc1C1CC(=O)Oc2cc(C)c(Br)c(C)c21 (stereo not given),-5%[56.1 µM],-18%,-15%
N/C(=N\OC(=O)c1ccccc1)C(C(=O)NOC(=O)c1ccccc1)C1CCCCC1 (stereo not given),x,26µM*,18µM*
Cc1ccc(NS(=O)(=O)c2cccc(C(=O)N3CCN(c4ncccn4)CC3)c2)cc1,-1%[56.1 µM],u,u
CS(=O)(=O)c1ccc(Cl)c(NC(=O)C2CCCCN2S(=O)(=O)c2ccccc2)c1 (stereo not given),1%,-19%,u
Cc1ccccc1N1CCN(S(=O)(=O)c2cccs2)CC1,-8%,-11%,-1%
COc1ccc(-c2n[nH]c(=S)n2Cc2ccco2)cc1,4%,-2%,-8%
CCC(=O)Nc1cccc(NC(=S)NC(=O)Cc2ccccc2)c1,3%,-29%,-20%
Cc1ccc(S(=O)(=O)N2CCC(=O)N(CCOCc3cccc(C)c3)CC2)cc1,0%,10µM*,u
CCOc1cc2c(cc1/C=C/C(=O)O)OC(C)C2 (stereo not given),3%,-2%,-7%
Nc1nc(Nc2ccccc2)nc(N2CCCC2)c1[N+](=O)[O-],x,u,u
CCCCNC(=O)CCn1c(=O)c2ccccc2n(Cc2ccc(F)cc2)c1=O,1%,-26%,u
Cc1ccc(NC(=O)CN2C(=S)NC(C)(C)CC2C)cc1Cl (stereo not given),3%,u,u
CCC(=O)c1ccc(OC)c(OC)c1O,-2%,-1%,-10%
COc1cc(C)c(NC(=O)C(=S)N2CCCC2)cc1C,-4%,-5%,13%
CC(=O)N(C(C)=O)c1ccc2c(c1)OCCO2,x,5%,7%
O=C(Nc1cc(S(=O)(=O)N2CCOCC2)ccc1N1CCCC1)c1cnccn1,3%,9%,0%
COc1ccc(CCNC(=O)C2C3CCC(C3)C2C(=O)O)cc1OC (stereo not given),2%,1%,1%
Cc1ccc(N2CC(C(=O)Nc3nnc(SCc4ccccn4)s3)CC2=O)cc1 (stereo not given),3%,-9%,-10%
CC1Cc2ccccc2N1C(=O)CN1C(=O)NC(C)(CCc2ccccc2)C1=O (stereo not given),3%,15%,-16%
CCC(C)[C@H](NC(=O)Nc1ccc(Oc2ccccc2)cc1)C(=O)O (stereo not given in full),0%,-8%,-27%
CCN(CC)CCN1C(=O)c2oc3ccc(F)cc3c(=O)c2C1c1ccncc1 (stereo not given),x,-1%,-3%
Cc1ccc(NS(=O)(=O)c2ccc3c(c2)NC(=O)CO3)c(C)c1,5%,u,-28%
Clc1ccc(-c2noc(COc3ccccc3)n2)cc1,x,-1%,-8%
O=C(Nc1ccc2oc(-c3ccccc3)nc2c1)c1ccncc1,-2%,16µM*,12µM*
N#Cc1c(N)n(-c2ccc(N)cc2)c2nc3ccccc3nc12,4%,16%,-28%
Cc1cc(C(=O)N/N=C/c2cc(Br)cc([N+](=O)[O-])c2O)c2ccccc2n1,11%,u,u
CCOCCn1c(=O)c2c(nc3n2CC(C)CN3Cc2ccccc2)n(C)c1=O (stereo not given),3%,u,u
COc1cccc(NC(=S)NC(=O)c2cncc(Br)c2)c1,x,-15%,u
CN(C)C1=NC[C@H](Cc2ccccc2)N1CC1CCC(C(C)(C)C)CC1 (stereo not given in full),x,21µM*,13µM*
O=C(NNC(=O)C12CC3CC(CC(C3)C1)C2)c1ccccc1F,16%,5%,-5%
COc1ccc(CCNC(=O)C(=O)NCC2OCCN2S(=O)(=O)c2ccc(F)cc2)cc1 (stereo not given),x,u,u
CC(C)C(C(=O)Nc1ccc2c(c1)OCCOCCOCCOCCO2)N1C(=O)c2ccccc2C1=O (stereo not given),8%,12%,-3%
CCCCCNC(=O)CCn1c(=O)[nH]c2ccccc2c1=O,-3%,u,u
O=C(Nc1ccc(F)cc1)c1cccn1-c1nnc(N2CCCCC2)s1,0%,u,u
O=C(NCc1ccccc1Cl)c1ccc2c(=O)n(CCCN3CCCC3=O)c(=S)[nH]c2c1,0%,-29%,-11%
COc1cc(/C=C(/NC(=O)c2ccccc2)C(=O)Nc2ccc(O)cc2)c([N+](=O)[O-])cc1OC,3%,5%,12%
CC(=O)N1c2ccc(S(=O)(=O)NCCC(=O)Nc3ccc(F)cc3)cc2CC1C (stereo not given),2%,u,u
Cc1cccn2c(Nc3ccccc3)c(-c3ccccn3)nc12,5%,18µM*,21µM*
CC(C)C(=O)OCCN=C1NS(=O)(=O)c2ccccc21,4%,-16%,0%

An excerpt from above in order of heavy-atom count, ascending:
SMILES,TDP1 inh,TDP1 cell CPT,DT40 TDP1 no CPT
CC(C)C(=O)OCCN=C1NS(=O)(=O)c2ccccc21,4%,-16%,0%
Cc1cccn2c(Nc3ccccc3)c(-c3ccccn3)nc12,5%,18µM*,21µM*
O=C(NCc1ccccc1Cl)c1ccc2c(=O)n(CCCN3CCCC3=O)c(=S)[nH]c2c1,0%,-29%,-11%
COc1cc(/C=C(/NC(=O)c2ccccc2)C(=O)Nc2ccc(O)cc2)c([N+](=O)[O-])cc1OC,3%,5%,12%
CC(C)C(C(=O)Nc1ccc2c(c1)OCCOCCOCCOCCO2)N1C(=O)c2ccccc2C1=O (stereo not given),8%,12%,-3%
